DUSP3 inh – VHR1 phosphatase inhibitors, primary screen, biochemical, colorimetric, HTS; recombinant VHR phosphatase, colorimetric substrate read-out; inhibition, % at 20 µM; actives 0.7% (n = 50,000); AID 1992, 2009; in the data active means inhibition above about 60%; further: some results filed as inactive read as strong as hits
Target sequence (P51452 whole entry, looked up): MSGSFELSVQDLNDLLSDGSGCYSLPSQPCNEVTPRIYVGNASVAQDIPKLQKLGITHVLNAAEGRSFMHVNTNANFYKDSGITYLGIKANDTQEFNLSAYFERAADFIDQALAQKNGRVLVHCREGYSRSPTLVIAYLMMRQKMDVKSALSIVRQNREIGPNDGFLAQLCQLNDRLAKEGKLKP
* = called active by the depositor. Not all compounds are listed. The share of hits here may be higher or lower than overall.

`Cc1cc(NS(=O)(=O)c2ccc(NC(=O)c3cc(-c4ccccc4C)nc4ccccc34)cc2)nc(C)n1` gave DUSP3 inh 22.2.
Screening CCN(CC)c1nc(-c2ccccc2Cl)nc2ccccc12 returned DUSP3 inh -3.9.
O=C(Nc1cccc2ccccc12)c1ccccc1[N+](=O)[O-] was read as DUSP3 inh -3.4.
For O=C(COc1ccccc1[N+](=O)[O-])Nc1ccc(Cl)cc1Cl the results were DUSP3 inh -8.3.
Screening Cc1cccc(N2CCN(S(=O)(=O)c3ccccc3[N+](=O)[O-])CC2)c1C returned DUSP3 inh 7.8.
For CCOC(=O)CCC(=O)Nc1cc(-c2cccc(C)c2)[nH]n1 the results were DUSP3 inh 12.2.
For CCOc1cccc(C=NN2CCN(c3ccc(Cl)cc3)CC2)c1O the results were DUSP3 inh 6.6.
`N/C(=N\OC(=O)COc1ccc2ccccc2c1)c1ccc([N+](=O)[O-])cc1` gave DUSP3 inh -11.3.
CC(C)(C)c1ccc(-c2nnc(-c3ccc4c(c3)OCO4)o2)cc1 was read as DUSP3 inh -25.2.
For COc1ccc(-c2ccc(C=C3C(=O)NC(=O)NC3=O)o2)c([N+](=O)[O-])c1 the results were DUSP3 inh -7.2.
`COc1ccc(C2NC(=O)NC3=C2C(=O)N(Cc2ccccc2)C3)cc1` (centres undefined) gave DUSP3 inh 6.1.
Screening COC(=O)C(=O)/C=C(/O)c1ccc(Br)cc1 returned DUSP3 inh -8.7.
CCOc1ccccc1NC(=O)C(=O)NCc1ccccc1Cl was read as DUSP3 inh 6.9.
O=C(Nc1ccc(Nc2ccccc2)cc1)c1ccccc1[N+](=O)[O-] was read as DUSP3 inh -13.6.
`CCOc1cccc(C(=O)Nc2ccc(I)cc2Cl)c1` gave DUSP3 inh -9.1.
Screening COc1ccc(N2C(=O)CC(Sc3nc(C)c4ccccc4n3)C2=O)cc1 (centres undefined) returned DUSP3 inh -18.8.
`CN(C)CCN1C(=O)C(=O)/C(=C(/O)c2ccccc2)C1c1ccccc1[N+](=O)[O-]` (centres undefined) gave DUSP3 inh 2.6.
`Cc1ccccc1OCC(=O)N1CCC(C(N)=O)CC1` gave DUSP3 inh 3.8.
O=C(Nc1cccnc1)c1cnn2c(C(F)(F)F)cc(-c3cccs3)nc12 was read as DUSP3 inh -27.2.
Screening CC1(C)CC(=O)C2=C(C1)Nc1ccccc1N(C(=S)Nc1ccccc1)C2c1ccc2c(c1)OCO2 (centres undefined) returned DUSP3 inh 35.1.
Screening C=CCn1c(-c2ccco2)n[nH]c1=S returned DUSP3 inh -0.8.
For CCN1CCc2c(sc(NC(=O)Nc3ccc(Cl)cc3)c2C(N)=O)C1 the results were DUSP3 inh 11.4.
`COc1cc(C2NC(=S)NC(C)=C2C(=O)Nc2ccc(Br)cc2)cc(OC)c1OC` (centres undefined) gave DUSP3 inh -24.4.
Screening O=C(N/N=C/c1cccc(O)c1O)c1cccc(Cl)c1 returned DUSP3 inh 2.9.
COC(=O)c1ccc(-c2nc3nnc(C)n3[nH]2)cc1 was read as DUSP3 inh -9.5.
For Cc1cccc(C(=O)Nc2cccc(NC(=O)COc3ccccc3Cl)c2)c1 the results were DUSP3 inh -14.4.
`COc1ccc(C2CC(=O)C3=C(C2)Nc2ccccc2NC3c2cc(F)ccc2F)cc1` (centres undefined) gave DUSP3 inh 5.0.
`O=C(c1ccc(Cl)cc1)N1CCN(c2ccc(F)cc2)CC1` gave DUSP3 inh -1.1.
`CC1(C)CC(=O)C(C(C2=C(O)CC(C)(C)CC2=O)c2ccccc2Cl)C(=O)C1` (centres undefined) gave DUSP3 inh 6.7.
CCC(C)c1ccc(OCc2nnc(NC(=O)Nc3ccccc3)s2)cc1 (centres undefined) was read as DUSP3 inh -11.8.
`O=C(Nc1ccc2c3c(cccc13)CC2)c1ccccc1[N+](=O)[O-]` gave DUSP3 inh -18.0.
Clc1ccccc1CN1CCN(C2CCCC2)CC1 was read as DUSP3 inh 0.7.
For CCOC(=O)c1c(N=CN(C)C)c2cc([N+](=O)[O-])cnc2n1C the results were DUSP3 inh -11.5.
O=C(N/N=C/c1cccn1-c1ccc([N+](=O)[O-])cc1)c1cc(-c2ccccc2)n[nH]1 was read as DUSP3 inh 23.1.
For O=C(Nc1cccc2c1CCCC2)c1cccc([N+](=O)[O-])c1 the results were DUSP3 inh -32.2.
`COc1ccc(CCNC(=O)C(=O)Nc2cc(OC)ccc2OC)cc1` gave DUSP3 inh 0.5.
Screening CC(=O)c1cc(C(=O)Nc2ccc3ccccc3c2)c(C)o1 returned DUSP3 inh -18.5.
`C=CCNC(=O)c1ccc(-c2ccc([N+](=O)[O-])cc2)o1` gave DUSP3 inh -1.5.
For N=c1n(CCOc2ccccc2)c2ccccc2n1CCN1CCOCC1 the results were DUSP3 inh 5.6.
O=C1NN(c2ccc(Cl)cc2)C(=O)/C1=C\c1ccc(O)c(O)c1 was read as DUSP3 inh 82.4.
Oc1ccccc1/C=N/Nc1ncnc2c1cnn2Cc1ccccc1 was read as DUSP3 inh -17.4.
`O=C(Nc1ccc(-c2nc3ccccc3o2)c(O)c1)c1cccc(Cl)c1Cl` gave DUSP3 inh -8.8.
`O=C(O)c1ccc(NC(=O)c2cc3cc([N+](=O)[O-])ccc3oc2=O)cc1` gave DUSP3 inh 1.3.
CCN(CC)c1ccc(N=Cc2cc(Cl)c(N)c(Cl)c2)cc1 was read as DUSP3 inh -9.9.
`COc1ccc(S(=O)(=O)n2nnc3ccccc32)cc1` gave DUSP3 inh -17.5.
For O=C(/C=C/c1ccc2c(c1)OCO2)Nc1ccc(Cl)c(Cl)c1 the results were DUSP3 inh 6.9.
For CCOc1ccc(-c2nnc(NC(=O)Nc3ccccc3)s2)cc1 the results were DUSP3 inh -19.2.
Screening CC(=NCC(C)C)c1c(C)[nH]n(-c2ccc([N+](=O)[O-])cc2)c1=O returned DUSP3 inh 1.4.
`CC(C)(C)c1ccc(/C=c2\sc3nnc(-c4ccccc4)n3c2=O)cc1` gave DUSP3 inh 1.6.
Screening COc1ccc(-c2cc(C(F)(F)F)n3nc(C(=O)N4CCOCC4)c(Cl)c3n2)cc1 returned DUSP3 inh -8.0.
For CC1(C)CC(=O)c2sc(NC(=O)CSC3=NCCS3)nc2C1 the results were DUSP3 inh 4.7.
For O=C1N/C(=N/N=C/c2ccccc2O)SC1Cc1ccccc1 (centres undefined) the results were DUSP3 inh 2.8.
`Cc1cccc(C)c1NC(=O)c1ccc(CN(c2ccccc2)S(C)(=O)=O)cc1` gave DUSP3 inh -57.5.
O=C1CN(S(=O)(=O)c2ccccc2)CCN1S(=O)(=O)c1ccccc1 was read as DUSP3 inh -29.2.
For CC(C)c1ccc(-c2cc(C(=O)N3CCCC3)c3ccccc3n2)cc1 the results were DUSP3 inh 27.2.
For CSc1nc(N)c(C#N)c(Cc2ccccc2)c1C#N the results were DUSP3 inh -11.6.
`COc1cccc(NC(=O)C(=O)NCc2cccnc2)c1` gave DUSP3 inh 2.0.
For Cc1ccc(C(=O)NCc2ccccc2)cc1S(=O)(=O)N1CCOCC1 the results were DUSP3 inh 22.5.
`CCOC(=O)C1=C(C)N=C2SC(C)C(=O)N2C1c1ccc(OC)cc1` (centres undefined) gave DUSP3 inh 5.8.
`CC(=O)Nc1n[nH]c(-c2ccc(C)cc2)c1C` gave DUSP3 inh -22.9.
For O=[N+]([O-])c1ccc(/C=N/Nc2c(Cl)cc(Cl)cc2Cl)cc1 the results were DUSP3 inh -25.7.
For CC(Oc1ccccc1)C(=O)Nc1ccc2[nH]c(=O)[nH]c2c1 (centres undefined) the results were DUSP3 inh -39.7.
`CC(=O)N/N=C\c1cc(C)cc(/C=N\NC(C)=O)c1O` gave DUSP3 inh 4.3.
`CCCc1cc(=O)oc2c(C)c(OC(C)=O)ccc12` gave DUSP3 inh -11.1.
Cc1ccccc1NC(=O)C(=O)NCc1ccc2c(c1)OCO2 was read as DUSP3 inh -7.1.
O=C(CC1S/C(=N\N=C\c2cccc(O)c2)NC1=O)Nc1ccc(Cl)c(Cl)c1 (centres undefined) was read as DUSP3 inh -5.3.
O=C(Nc1ccc(Cl)cn1)c1cccc(OCc2ccccc2)c1 was read as DUSP3 inh -26.1.
For COc1ccc(N2C(=O)NC(=O)/C(=C/c3ccc(-c4ccccc4[N+](=O)[O-])o3)C2=O)cc1 the results were DUSP3 inh -6.9.
Screening O=C(c1cc([N+](=O)[O-])ccc1Cl)N1CCN(C(c2ccccc2)c2ccccc2)CC1 returned DUSP3 inh 4.2.
Screening Cc1cc(Cl)ccc1OCC(=O)N1CCN(C)CC1 returned DUSP3 inh -7.2.
`O=C(O)C(Cc1c[nH]c2ccccc12)NS(=O)(=O)c1ccccc1[N+](=O)[O-]` (centres undefined) gave DUSP3 inh -23.1.
Screening CC(C)OP(=O)(OC(C)C)C(Nc1cccc([N+](=O)[O-])c1)c1cccc([N+](=O)[O-])c1 (centres undefined) returned DUSP3 inh -2.9.
Screening N/C(=N\OC(=O)COc1cccc2ccccc12)c1cccc([N+](=O)[O-])c1 returned DUSP3 inh 6.9.
`CCCCOc1ccc(/C=C2\SC(=S)N(CCC(=O)OC)C2=O)cc1OC` gave DUSP3 inh -3.3.
O=C(Nc1ccccc1Br)c1ccc(OC(F)F)cc1 was read as DUSP3 inh -3.9.
For CN1CCN(S(=O)(=O)c2cc(Cl)ccc2Br)CC1 the results were DUSP3 inh -1.5.
CCOC(=O)c1c(CSc2ccccc2)n(C)c2cc(Br)c(OC)c(O)c12 was read as DUSP3 inh 2.1.
`CCOc1ccc(-n2c(O)c(C=Nc3ccc(C)cc3)c(=O)[nH]c2=O)cc1` gave DUSP3 inh 2.3.
`CCc1ccc(NC(=O)C2CC(=O)N(c3ccc(CC)cc3)C2)cc1` (centres undefined) gave DUSP3 inh 1.6.
CN1CCc2c(sc3nc(Nc4ccccc4)n(N)c(=O)c23)C1 was read as DUSP3 inh 3.5.
Screening C=CCNC1=C(Cl)C(=O)N(c2ccc(C)cc2C)C1=O returned DUSP3 inh -20.5.
CCSc1nnc2n(-c3ccc(OC)cc3)c(=O)c3c4c(sc3n12)COC(C)(C)C4 was read as DUSP3 inh -5.4.
Screening Cc1nc2ccc(Cl)cn2c1C(=O)N/N=C\c1ccc(C(=O)O)cc1 returned DUSP3 inh -6.3.
`CC(=O)Nc1ccc(NC(=O)CSc2ccccn2)cc1` gave DUSP3 inh -17.5.
Screening C/C(=N\O)c1ccc2c(c1)c1cc(/C(C)=N/O)ccc1n2C(C)C returned DUSP3 inh -13.7.
For Brc1cc(/C=N/Nc2ccccn2)oc1Br the results were DUSP3 inh -15.4.
O=C(NCCOc1ccccc1)c1cccc(C(=O)NCCOc2ccccc2)c1 was read as DUSP3 inh -1.7.
Screening CN(c1ccccc1)c1ccc(/C=C2\N=C(c3ccccc3)OC2=O)cc1 returned DUSP3 inh -1.1.
For O=C(O)c1ccccc1C(=O)c1ccc(F)c(F)c1 the results were DUSP3 inh -12.0.
Screening C#CCOc1ccc(/C=C2\C(=O)NC(=O)N(c3ccc(Cl)cc3)C2=O)cc1OC returned DUSP3 inh 11.1.
`N/C(=N\OC(=O)Cc1ccc(Cl)cc1)c1ccccn1` gave DUSP3 inh -39.8.
O=C(Nc1ccccc1F)c1cc(-c2ccco2)nc2ccccc12 was read as DUSP3 inh -18.5.
C/C(=N/NC(=O)c1ccccc1N)c1cccs1 was read as DUSP3 inh -5.2.
COC(=O)c1c(C)oc2ccc(OC(C)C(=O)O)cc12 (centres undefined) was read as DUSP3 inh -7.6.
`O=C1c2ccccc2C(=O)c2c([N+](=O)[O-])ccc(N3CCCCC3)c21` gave DUSP3 inh -16.1.
Screening CN(C)CCOC(=O)CCN1C(=O)/C(=C/c2ccccc2Cl)SC1=S returned DUSP3 inh -1.5.
`Cc1sc(NC(=O)C2CC2c2ccccc2)c(C#N)c1C` (centres undefined) gave DUSP3 inh -1.2.
For O=C/C(=C\Nc1ccc(Cl)cn1)c1nc2cc(Cl)ccc2o1 the results were DUSP3 inh -19.5.
For COc1cccc(/C=N/NC(=O)C(=O)N2CCCCCC2)c1OC the results were DUSP3 inh -22.2.
O=C(NCCOc1ccc(F)cc1)c1ccccc1-c1ccccc1 was read as DUSP3 inh -18.2.
Screening CN1CN=C2SC3(COC(c4ccccc4Cl)OC3)C(=O)N2C1 (centres undefined) returned DUSP3 inh 11.4.
`O=[N+]([O-])c1cccc(/C=N\N2CCN(C(c3ccccc3)c3ccccc3)CC2)c1` gave DUSP3 inh -3.4.
For CCOC(=O)C(=CNc1ccccc1F)C(=O)OCC the results were DUSP3 inh -22.3.
`CCOc1ccccc1/C=N\N1CCN(c2ccccc2OC)CC1` gave DUSP3 inh 9.9.
Screening O=C(Nc1ccc(Cl)cc1)C1C2CCC3C(CCC21)C3(Cl)Cl (centres undefined) returned DUSP3 inh 119.3.
For C=CCC(C)(CC=C)NC(=O)c1ccccc1[N+](=O)[O-] the results were DUSP3 inh 43.0.
`CC(C)CN(CC(C)C)S(=O)(=O)c1ccc(C(=O)N2CCOCC2)cc1` gave DUSP3 inh -7.3.
